# Source: PubChem
# Mtb BioA inh: inhibitors of Mycobacterium tuberculosis BioA enzyme; purified M. tuberculosis BioA enzyme, plate reader; actives 0.096% (n = 360,000); AID 602481; inhibition, % at 9.99 µM; in the data active means inhibition above about 40%
# * = called active by the depositor.
# The opening 6 records, to show the layout:
SMILES,Mtb BioA inh
C[C@@H]1CN([C@H](C)CO)C(=O)c2cc(N(C)C)ccc2O[C@@H](C)CCCCO[C@H]1CN(C)C(=O)CCC(F)(F)F,2.4
C[C@H]1CN([C@@H](C)CO)C(=O)c2cccc(NS(=O)(=O)c3ccc(Cl)cc3)c2O[C@@H]1CN(C)Cc1ccc(C(F)(F)F)cc1,-2.7
O=C(C[C@@H]1CC[C@@H]2[C@H](COC[C@H](O)CN2C(=O)Nc2cccc(F)c2)O1)NCCCN1CCOCC1,3.9
CCCC#Cc1cnc2c(c1)C(=O)N([C@H](C)CO)C[C@@H](C)[C@@H](CN(C)Cc1ccc(C(=O)O)cc1)O2,2.0
C[C@H](CO)N1C[C@H](C)[C@H](CN(C)C(=O)c2cccnc2)Oc2ncc(C#CCN(C)C)cc2C1=O,-5.5
C[C@@H]1CN([C@@H](C)CO)C(=O)c2cccc(NS(C)(=O)=O)c2O[C@@H]1CN(C)C(=O)Nc1ccc2c(c1)OCO2,-1.0

# This part in full, from the start:
SMILES,Mtb BioA inh
C[C@@H]1CN([C@H](C)CO)C(=O)c2cc(N(C)C)ccc2O[C@@H](C)CCCCO[C@H]1CN(C)C(=O)CCC(F)(F)F,2.4
C[C@H]1CN([C@@H](C)CO)C(=O)c2cccc(NS(=O)(=O)c3ccc(Cl)cc3)c2O[C@@H]1CN(C)Cc1ccc(C(F)(F)F)cc1,-2.7
O=C(C[C@@H]1CC[C@@H]2[C@H](COC[C@H](O)CN2C(=O)Nc2cccc(F)c2)O1)NCCCN1CCOCC1,3.9
CCCC#Cc1cnc2c(c1)C(=O)N([C@H](C)CO)C[C@@H](C)[C@@H](CN(C)Cc1ccc(C(=O)O)cc1)O2,2.0
C[C@H](CO)N1C[C@H](C)[C@H](CN(C)C(=O)c2cccnc2)Oc2ncc(C#CCN(C)C)cc2C1=O,-5.5
C[C@@H]1CN([C@@H](C)CO)C(=O)c2cccc(NS(C)(=O)=O)c2O[C@@H]1CN(C)C(=O)Nc1ccc2c(c1)OCO2,-1.0
O=C(Nc1ccc(F)cc1)N[C@@H]1CC[C@H](CCNC(=O)c2cc(Cl)cc(Cl)c2)O[C@@H]1CO,1.0
Cc1noc(C)c1S(=O)(=O)Nc1ccc2c(c1)CC(=O)N([C@H](C)CO)C[C@@H](C)[C@H](CN(C)S(=O)(=O)c1ccccc1)O2,2.3
CO[C@@H]1CN(C)C(=O)c2cc(NS(=O)(=O)c3ccccc3C)ccc2OC[C@@H](C)NC[C@H]1C,-0.9
OC[C@H]1[C@@H](c2ccc(-c3ccccc3)cc2)[C@H]2CN(CCC(F)(F)F)CCCCN21,0.7
O=C(c1cccc(F)c1)N1CCCCN2[C@@H](CO)[C@H](c3ccc(-c4ccc(F)cc4)cc3)[C@@H]2C1,3.2
O=C(N[C@H]1CC[C@@H](CCNC(=O)C2CCCC2)O[C@@H]1CO)c1ccncc1,-4.9
Cc1ccccc1S(=O)(=O)N1C[C@@H](O)COC[C@H]2O[C@H](CC(=O)N3CCOCC3)CC[C@@H]21,-1.5
C[C@H]1CN([C@@H](C)CO)C(=O)Cc2cc(NC(=O)C3CC3)ccc2O[C@@H]1CN(C)C(=O)Nc1ccccc1,-3.1
COc1ccc(-c2ccc([C@@H]3[C@@H](CO)N4CCCCN(C(=O)NC(C)C)C[C@H]34)cc2)cc1,-0.3
Cc1noc(C)c1NC(=O)Nc1ccc2c(c1)C(=O)N([C@H](C)CO)C[C@@H](C)[C@H](CN(C)S(=O)(=O)c1cccs1)OCCCC[C@@H](C)O2,-1.6
COc1ccc(CN(C)C[C@H]2OCCCC[C@H](C)Oc3ccc(NC(=O)CCCN(C)C)cc3C(=O)N([C@H](C)CO)C[C@H]2C)cc1,-0.2
C[C@H]1CN([C@@H](C)CO)C(=O)Cc2cc(NC(=O)NC3CCCCC3)ccc2O[C@H]1CN(C)Cc1ccc(Oc2ccccc2)cc1,-0.7
CC(C)NC(=O)Nc1ccc2c(c1)C(=O)N([C@H](C)CO)C[C@H](C)[C@H](CN(C)C(=O)Nc1ccc(C(F)(F)F)cc1)OCCCC[C@H](C)O2,-0.8
O=C(Cc1ccncc1)Nc1ccc2c(c1)[C@H]1C[C@@H](CC(=O)NC3CCCC3)O[C@@H](CO)[C@H]1O2,-1.8
CCNC(=O)C[C@H]1CC[C@H]2[C@@H](COC[C@@H](O)CN2Cc2ccncc2)O1,-1.6
CCOC(=O)c1cc2c(c(-c3cccc(C#CCN(C)C)c3)n1)[C@@H](CCO)N(S(=O)C(C)(C)C)C2 (some centres not stated),-4.7
C[C@@H]1CN([C@H](C)CO)C(=O)c2cc(Br)cnc2O[C@H]1CN(C)C(=O)Nc1ccccc1,5.4
O=C(Nc1ccc2c(c1)[C@H]1C[C@H](CC(=O)N3CCc4ccccc4C3)O[C@H](CO)[C@H]1O2)c1ccc2c(c1)OCO2,1.8
CCNC(=O)Nc1ccc2c(c1)C(=O)N(C)[C@H]1CC[C@@H](CC(=O)NCc3ccccc3F)O[C@H]1CO2,0.0

# As entered above:
# Result for CCCC#Cc1cnc2c(c1)C(=O)N([C@H](C)CO)C[C@@H](C)[C@@H](CN(C)Cc1ccc(C(=O)O)cc1)O2 in Mtb BioA inh: 2.0
# Result for O=C(Cc1ccncc1)Nc1ccc2c(c1)[C@H]1C[C@@H](CC(=O)NC3CCCC3)O[C@@H](CO)[C@H]1O2 in Mtb BioA inh: -1.8
# Result for C[C@H]1CN([C@@H](C)CO)C(=O)Cc2cc(NC(=O)NC3CCCCC3)ccc2O[C@H]1CN(C)Cc1ccc(Oc2ccccc2)cc1 in Mtb BioA inh: -0.7
# Result for CC(C)NC(=O)Nc1ccc2c(c1)C(=O)N([C@H](C)CO)C[C@H](C)[C@H](CN(C)C(=O)Nc1ccc(C(F)(F)F)cc1)OCCCC[C@H](C)O2 in Mtb BioA inh: -0.8

# The list goes on.
SMILES,Mtb BioA inh
O=C(Cc1ccncc1)N1CCCCN2[C@H](CO)[C@@H](c3ccc(C#CC4(O)CCCC4)cc3)[C@H]2C1,4.2
O=C(NCc1ccccn1)[C@@H]1[C@@H](CO)[C@@H]2Cn3c(cccc3=O)[C@H]1N2CC1CCCCC1,-1.2
CNC[C@H]1Oc2ccc(NC(=O)Cc3ccccc3)cc2C(=O)N([C@H](C)CO)C[C@H]1C,-1.0
C[C@H]1CN([C@@H](C)CO)C(=O)CCCn2cc(nn2)CO[C@H]1CN(C)S(=O)(=O)c1ccc(Oc2ccccc2)cc1,0.4
C[C@@H]1CN([C@H](C)CO)S(=O)(=O)c2ccc(C#C[C@@H](C)O)cc2O[C@@H]1CN(C)CC1CCOCC1,-2.1
COc1ccc(CN(C)C[C@@H]2OCCCC[C@H](C)Oc3ccc(NC(=O)NC(C)C)cc3C(=O)N([C@H](C)CO)C[C@H]2C)cc1,-1.5
CO[C@H]1CN(C)C(=O)c2ccc(NC(=O)Nc3ccc(Cl)c(Cl)c3)cc2OC[C@H](C)NC[C@H]1C,2.2
COc1ccc(S(=O)(=O)N[C@@H]2CC[C@H](CCn3cc(-c4ccccc4F)nn3)O[C@@H]2CO)cc1,-2.1
COC(=O)C[C@H]1C[C@@H]2c3cc(NC(=O)NC4CCCC4)ccc3O[C@@H]2[C@H](CO)O1,-4.8
CC(C)NC(=O)Nc1ccc2c(c1)C(=O)N([C@H](C)CO)C[C@@H](C)[C@@H](CN(C)C(=O)NC(C)C)OCCCC[C@@H](C)O2,-0.2
C[C@@H]1CCCCO[C@@H](CN(C)CC2CCCCC2)[C@H](C)CN([C@@H](C)CO)C(=O)c2cc(NC(=O)Nc3cccc4ccccc34)ccc2O1,-2.5
Cc1noc(C)c1NC(=O)N[C@H]1C=C[C@@H](CC(=O)Nc2ccc(-c3ccccc3)cc2)O[C@@H]1CO,4.2
CCC(=O)Nc1ccc2c(c1)C(=O)N(C)C[C@H](OC)[C@H](C)CN(C(=O)CC)[C@@H](C)CO2,-1.7
CN1C(=O)c2cc(NS(=O)(=O)c3ccc(Cl)cc3)ccc2OC[C@H]2O[C@H](CC(=O)O)CC[C@H]21,-0.3
C[C@@H]1CN([C@@H](C)CO)S(=O)(=O)c2ccc(-c3cccnc3)cc2O[C@@H]1CN(C)C(=O)c1cccc(F)c1,6.4
C[C@@H]1CN([C@H](C)CO)C(=O)c2cccc(NC(=O)C3CC3)c2O[C@@H]1CN(C)C(=O)NC1CCCCC1,0.1
CNC[C@@H]1OCCCC[C@@H](C)Oc2ccc(NC(=O)CCC(F)(F)F)cc2C(=O)N([C@@H](C)CO)C[C@H]1C,-3.5
CO[C@@H]1CN(C)C(=O)c2cc(NC(=O)C3CCOCC3)ccc2OC[C@@H](C)N(Cc2ccc(F)cc2)C[C@H]1C,2.3
C[C@@H]1CN([C@@H](C)CO)C(=O)c2cc(NC(=O)c3ccccc3)ccc2O[C@@H](C)CCCCO[C@H]1CN(C)C(=O)Nc1cccc2ccccc12,0.3
CC(C)NC(=O)N(C)C[C@H]1Oc2ccc(NC(=O)c3ccncc3)cc2C(=O)N([C@@H](C)CO)C[C@H]1C,-0.1
Cc1ccccc1-c1cnc2c(c1)C(=O)N([C@H](C)CO)C[C@@H](C)[C@H](CN(C)Cc1cccnc1)O2,27
O=C(CN1CCOCC1)N[C@@H]1CC[C@H](CCn2cc(C3CC3)nn2)O[C@H]1CO,1.2
C[C@@H]1CCCCO[C@@H](CN(C)Cc2ccc(C(F)(F)F)cc2)[C@H](C)CN([C@H](C)CO)C(=O)c2cc(NS(=O)(=O)c3ccc(Cl)cc3)ccc2O1,1.1
CCCN(C)C[C@H]1OCCCC[C@@H](C)Oc2ccc(NS(=O)(=O)c3ccc(C)cc3)cc2C(=O)N([C@@H](C)CO)C[C@H]1C,-3.8
Cc1noc(C)c1S(=O)(=O)Nc1ccc2c(c1)CC(=O)N([C@H](C)CO)C[C@@H](C)[C@@H](CN(C)C(=O)NC1CCCCC1)O2,-2.3
SMILES,Mtb BioA inh
C[C@@H]1CN([C@@H](C)CO)S(=O)(=O)c2ccc(C#CCC3CCCC3)cc2O[C@H]1CN(C)C(=O)CN(C)C,7.3
CO[C@@H]1CN(C)C(=O)c2cc(NS(=O)(=O)c3ccccc3C)ccc2OC[C@@H](C)NC[C@@H]1C,0.5
CCCC#Cc1cnc2c(c1)C(=O)N([C@H](C)CO)C[C@H](C)[C@@H](CN(C)C(=O)Nc1cc(F)ccc1F)O2,3.0
C[C@H](CO)N1C[C@H](C)[C@@H](CN(C)Cc2ccc(C(=O)O)cc2)Oc2cc(C#CCC3CCCC3)ccc2S1(=O)=O,0.4
COc1ccccc1NC(=O)N(C)C[C@H]1Oc2ncc(C#CC(C)C)cc2C(=O)N([C@H](C)CO)C[C@@H]1C,1.1
COCCNC(=O)C[C@H]1C[C@@H]2c3cc(NC(=O)Nc4ccccc4F)ccc3O[C@@H]2[C@@H](CO)O1,1.2
Cc1ccccc1-c1ccc([C@@H]2[C@H](CO)N3CCCCN(C(=O)Nc4cccc(F)c4)C[C@@H]23)cc1,-4.2
C[C@@H]1CN([C@H](C)CO)S(=O)(=O)c2ccc(C#CCN(C)C)cc2O[C@H]1CN(C)C(=O)CC1CC1,-3.0
CCC(=O)N(C)C[C@@H]1Oc2ncc(C#CC3(O)CCCC3)cc2C(=O)N([C@@H](C)CO)C[C@@H]1C,-3.6
COc1ccccc1C#Cc1cnc2c(c1)C(=O)N([C@@H](C)CO)C[C@@H](C)[C@@H](CN(C)C(C)=O)O2,-1.8
CC(C)C(=O)Nc1ccc2c(c1)C(=O)N(C)[C@H]1CC[C@@H](CC(=O)NCc3ccccc3)O[C@H]1CO2,-5.8
COCC(=O)Nc1ccc2c(c1)C(=O)N(C)[C@@H]1CC[C@H](CC(=O)Nc3ccccc3)O[C@@H]1CO2,-0.2
C[C@@H]1CCCCO[C@H](CN(C)C(=O)C2CCCCC2)[C@H](C)CN([C@@H](C)CO)C(=O)c2cc(NC(=O)CCC(F)(F)F)ccc2O1,7.0
C[C@H]1C=C(C(=O)N2CCN(Cc3ccccc3)CC2)O[C@@H](OCc2ccc(CO)cc2)C1,-0.5
C[C@@H]1CN([C@H](C)CO)C(=O)c2cc(NC(=O)Nc3ccc(C(F)(F)F)cc3)ccc2O[C@H]1CN(C)C,4.6
CO[C@@H]1CN(C)C(=O)c2cc(NC(=O)Nc3cc(F)ccc3F)ccc2OC[C@@H](C)NC[C@H]1C,-0.9
CCCNC(=O)C[C@H]1C[C@@H]2c3cc(NC(=O)NC4CCCC4)ccc3O[C@@H]2[C@H](CO)O1,-0.5
C[C@@H]1CN([C@H](C)CO)C(=O)c2cc(NS(C)(=O)=O)ccc2O[C@@H](C)CCCCO[C@H]1CN(C)S(=O)(=O)c1cn(C)cn1,-3.1
C[C@H](CO)N1C[C@H](C)[C@H](CN(C)Cc2ccc(F)cc2)Oc2cc(C#CC3CC3)ccc2S1(=O)=O,-0.9
CN(C)CC(=O)N1[C@@H]2c3ccc(-c4ccccc4)c(=O)n3C[C@H]1[C@H](CO)[C@H]2C(=O)N1CCCCC1,0.0
CCC(=O)Nc1ccc2c(c1)OC[C@@H](C)N(Cc1ccccc1OC)C[C@@H](C)[C@H](OC)CN(C)C2=O,8.5
C[C@@H]1CN([C@H](C)CO)C(=O)Cc2cc(NC(=O)Cn3cnnn3)ccc2O[C@H]1CN(C)CC1CC1,6.1
C[C@@H]1CN([C@@H](C)CO)C(=O)c2cc(C#Cc3cccnc3)cnc2O[C@H]1CN(C)Cc1cccnc1,5.3
C[C@H]1CN([C@@H](C)CO)C(=O)c2cc(/C=C/c3ccccc3)cnc2O[C@H]1CN(C)C(=O)C1CCOCC1,-2.1
CN1[C@@H]2c3ccc(-c4ccc(F)cc4)c(=O)n3C[C@@H]2[C@@H](CO)[C@@H]1C(=O)Nc1ccccc1,18
COc1ccc(NC(=O)Nc2ccc3c(c2)C(=O)N([C@H](C)CO)C[C@@H](C)[C@H](CN(C)Cc2ccc4c(c2)OCO4)OCCCC[C@@H](C)O3)cc1,0.5
C[C@@H]1CCCCO[C@H](CN(C)Cc2ccc(C(F)(F)F)cc2)[C@H](C)CN([C@@H](C)CO)C(=O)c2cc(NC(=O)c3ccncc3)ccc2O1,-0.7
O=C(CN1CCOCC1)N1CCCCN2[C@@H](CO)[C@@H](c3ccc(C#Cc4ccccc4)cc3)[C@@H]2C1,0.2
COCC(=O)Nc1ccc2c(c1)[C@@H]1C[C@H](CC(=O)N3CCc4ccccc4C3)O[C@H](CO)[C@@H]1O2,-0.5
C[C@H](CO)N1C[C@H](C)[C@@H](CN(C)S(C)(=O)=O)Oc2c(NC(=O)NC3CCCCC3)cccc2C1=O,-1.6

# Only part of the results is shown. The share of hits here may be higher or lower than overall.
